# Lipid storage S3 = qHTS Assay for Lipid Storage Modulators in Drosophila S3 Cells; Drosophila S3 cells, BODIPY lipid droplet fluorescence, 18-24 h; cells fed with added oleic acid; Potency in µM for hits, for the others lipid storage change, negative = inhibition, % at the top dose, mostly 46.1 µM; 0.64% of 320,000 active; AID 2685; active means well fitted inhibition curve with a large enough effect in the signal ratio, with a control signal flat, not every such curve was filed as active; inconclusive means small, poorly fitted or top-dose-only effect, or effect the other way, or a change in a side signal; the % refers to the signal ratio
#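 Drosophila S3 cells got compounds at several concentrations plus oleic acid (400 uM solution). Laser-scanning cytometry with 488 nm excitation read lipid droplets at 500-530 nm and cells at 575-640 nm. Percent activity was relative to 20 uM Triacsin C.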
# Lipid storage S3 cell count max = further read-out of Lipid storage S3, marked with its call; cell number change, %; measured here: cell count max response;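 cells counted by Cell Tracker Red CMTPX staining in the red channel; peak over a dose series mostly up to 46.1 µM; percent activity relative to internal control wells on each plate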
# Numbers without * were called inactive; i = inactive; ? = inconclusive; · = no result given. On the % scale 0 is the no-effect control and ±100 the full control effect; potency means the concentration at half of the fitted maximal effect. A portion of the library. The share of hits here may be higher or lower than overall.
# Preview:
SMILES,Lipid storage S3,Lipid storage S3 cell count max
COc1ccc(C(=O)O/N=C2\CCS(=O)(=O)c3sccc32)cc1,3%,7
CNc1nc(OC)nc(N(C#N)CN2C(=O)c3ccccc3S2(=O)=O)n1,i,·
Cc1[nH]c(=O)[nH]c(=O)c1S(=O)(=O)N1CCC(C(=O)NC(C)c2ccccc2)CC1 (stereo not drawn),?,·
Nc1nc(SCc2ccccc2)n[nH]1,?,·
CC(C)(C)C(=O)Nc1nnc(Cc2ccccc2)s1,7%,-10
CCNC(=S)N1CCN(c2nc(-c3ccc(F)cc3)cs2)CC1,?,·
CCSc1nc(N)c(C#N)c(-c2ccco2)c1C#N,-1%,-5
CC(=O)c1sccc1NC(=O)CC(C)(C)CC(=O)O,?,·
Fc1ccccc1/C=N/Nc1ncnc2nc[nH]c12,0%,10
O=C(O)CC/C(=N\NC(=O)c1ccccc1)c1cccs1,?,·
COc1ccc(-n2cnnc2SCC(=O)N2CCN(S(=O)(=O)c3ccccc3)CC2)cc1,i,·
COc1ccc(N2CCN(C(=O)CSc3nnc(CNc4ccccc4)o3)CC2)cc1,-1%,-4
COCCN(C)C(=O)CCc1nnc(Cc2ccc(-c3ccccc3)cc2)o1,0%,6
CCC(=O)N(Cc1ccc2c(c1)OCO2)Cc1cc2cc(OC)ccc2[nH]c1=O,?,·
COc1ccc(C(CNC(=O)COc2cc(C)c(Cl)c(C)c2)N2CCCCC2)cc1 (stereo not drawn),-15%,0
CC1CCCN(C(=O)COC(=O)CSc2ccc(C(N)=O)cc2[N+](=O)[O-])C1 (stereo not drawn),i,-4
CN1CCN(C2=C(NS(=O)(=O)c3ccccc3)C(=O)c3ccccc3C2=O)CC1,i,-26

# The whole of this part, from the first entry:
SMILES,Lipid storage S3,Lipid storage S3 cell count max
COc1ccc(C(=O)O/N=C2\CCS(=O)(=O)c3sccc32)cc1,3%,7
CNc1nc(OC)nc(N(C#N)CN2C(=O)c3ccccc3S2(=O)=O)n1,i,·
Cc1[nH]c(=O)[nH]c(=O)c1S(=O)(=O)N1CCC(C(=O)NC(C)c2ccccc2)CC1 (stereo not drawn),?,·
Nc1nc(SCc2ccccc2)n[nH]1,?,·
CC(C)(C)C(=O)Nc1nnc(Cc2ccccc2)s1,7%,-10
CCNC(=S)N1CCN(c2nc(-c3ccc(F)cc3)cs2)CC1,?,·
CCSc1nc(N)c(C#N)c(-c2ccco2)c1C#N,-1%,-5
CC(=O)c1sccc1NC(=O)CC(C)(C)CC(=O)O,?,·
Fc1ccccc1/C=N/Nc1ncnc2nc[nH]c12,0%,10
O=C(O)CC/C(=N\NC(=O)c1ccccc1)c1cccs1,?,·
COc1ccc(-n2cnnc2SCC(=O)N2CCN(S(=O)(=O)c3ccccc3)CC2)cc1,i,·
COc1ccc(N2CCN(C(=O)CSc3nnc(CNc4ccccc4)o3)CC2)cc1,-1%,-4
COCCN(C)C(=O)CCc1nnc(Cc2ccc(-c3ccccc3)cc2)o1,0%,6
CCC(=O)N(Cc1ccc2c(c1)OCO2)Cc1cc2cc(OC)ccc2[nH]c1=O,?,·
COc1ccc(C(CNC(=O)COc2cc(C)c(Cl)c(C)c2)N2CCCCC2)cc1 (stereo not drawn),-15%,0
CC1CCCN(C(=O)COC(=O)CSc2ccc(C(N)=O)cc2[N+](=O)[O-])C1 (stereo not drawn),i,-4
CN1CCN(C2=C(NS(=O)(=O)c3ccccc3)C(=O)c3ccccc3C2=O)CC1,i,-26
COc1ccc(C2C(C(=O)O)CC(=O)N2c2ccc(OC)cc2)cc1 (stereo not drawn),?,·
COc1ccc(-c2noc(N3CCC(C(=O)Nc4cc(OC)ccc4OC)CC3)n2)cc1,?,·
CCC(C)NC(=O)C1CCN(S(=O)(=O)c2ccc(Br)s2)CC1 (stereo not drawn),7%,8
CCOC(=O)c1cnc2c(-c3ccc(Cl)cc3)c(C)nn2c1N,?,·
Cc1ccc(CC(=O)N(C)CC(=O)Nc2ccc(N3CCOCC3)cc2)cc1C,i,·
CCOc1nc(Nc2ccc(OC)cc2)nc(N2CCOCC2)n1,?,·
COC(=O)C(Nc1ccccc1Cl)(c1cc(C)c(O)c(C)c1)C(F)(F)F (stereo not drawn),?,·
NNC(=O)c1cccc(Cn2cc(Br)c([N+](=O)[O-])n2)c1,4%,15
FC(F)(F)c1cccc(-n2cccc2/C=N/n2cnnc2)c1,?,·
CCn1cc(C=C2C(=O)c3ccccc3C2=O)c2ccccc21,-25%,-23
CC(C)C(=O)OCC(=O)Nc1ccc2c(c1)CCC2,?,·
Cc1cccc(OCC(=O)Nc2cccc(O)c2)c1,?,·
Cc1ncc(CN2CCN(C(C)C)C(CCO)C2)s1 (stereo not drawn),14%,1
Cc1cc(NC(=O)CSc2nc3c([nH]c4ccccc43)c(=O)n2-c2cccc(C(F)(F)F)c2)no1,2%,-1
O=S(=O)(c1cccc2nsnc12)N1CCN(C/C=C\c2ccccc2)CC1,?,·
Cc1cc(C)c(NC(=O)CCCN2CCCC2)c(C)c1,i,14
CC(C)CC(c1nnnn1C1CCCCC1)N1CCN(c2ncccn2)CC1 (stereo not drawn),?,·
Cc1onc(C(=O)N2CCC(Cc3ccccc3)CC2)c1[N+](=O)[O-],i,0
Cc1ccc(C(=O)N/C(=C\c2ccco2)C(=O)NCCCn2ccnc2)cc1C,?,·
CCOc1ncccc1C(=O)OCC(=O)Nc1ccc(C(C)C)cc1,1%,21
CN(C)c1nc(C(F)(F)F)cc(=O)[nH]1,?,·
COc1ccc(S(=O)(=O)N(CC(=O)Nc2ccc(S(=O)(=O)N3CCOCC3)cc2)c2ccccc2)cc1,?,·
CC(C)C[C@H](NC(=O)c1cc2cc(Cl)ccc2n1C)C(=O)N1CCC[C@H]1C(=O)O,14%,9
O=C1C(C=Nc2ccccc2)=C(O)c2ccccc21,i,3
CN1CCN(c2ccccc2NC(=O)c2ccc(-c3ccc(Br)cc3)o2)CC1,?,·
COc1ccccc1N1CCN(C2CC(=O)N(c3ccc(F)cc3)C2=O)CC1 (stereo not drawn),7%,1
Nc1nc(-c2ccc3c(c2)OCCO3)c(CC(=O)O)s1,-6%,-4
Cc1ccc(NC(=O)CN2C(=O)C3CC=C(Cl)CC3C2=O)cc1 (stereo not drawn),i,19
Cn1ncc(Cl)c1C(=O)N/N=C/c1cccc(OC2CSC2)c1,0%,17
CC(=O)Nc1ccc(S(=O)(=O)Nc2ccc(NC(=O)c3ccco3)cc2)cc1,i,·
COC(=O)c1cc(NC(=O)c2ccc(-c3ccccc3)cc2)ccc1Cl,?,·
O=C(N/C=C/c1ccccc1)c1ccccc1,?,·
O=C(C[n+]1ccc(-c2nnc3n2CCCCC3)cc1)c1ccc(Cl)cc1,?,·
COc1cccc(N(CC(=O)NCCSCc2ccc(Cl)cc2)S(C)(=O)=O)c1,-31%,-16
CC(=O)Nc1ccc(OCCOc2ccc(NC(C)=O)cc2)cc1,2%,·
CC(C)(C)OC(=O)NCc1ccc(CNC(=O)c2[nH]cnc2C(=O)N[C@@H](Cc2ccccc2)C(=O)OC(C)(C)C)cc1,?,·
Nc1nc2nccc(-c3ccco3)n2n1,?,·
COc1ccc(CCNC(=O)NC23CC4CC(CC(C4)C2)C3)cc1OC,?,·
CC(C)C1N=C(c2ccc3c(c2)OCO3)CC(c2ccccc2O)N1 (stereo not drawn),?,·
Cc1ccc(CN2CCN(/N=C/c3cccs3)CC2)cc1,3%,13
COC(=O)c1ccc(NC(=O)Nc2ccc(C)cc2)cc1,?,·
Cc1nc2c(-c3ccc(Cl)cc3)cnn2c(N)c1-c1ccc(F)cc1,-7%,0
Cc1ccc2[nH]c3c(c2c1)CN(C(=O)CN(C)CC1OCCO1)CC3,-11%,14
# Later entries
SMILES,Lipid storage S3,Lipid storage S3 cell count max
Cc1c(OCC(=O)NCC2CCC(C(=O)O)CC2)ccc2c3c(c(=O)oc12)CCC3 (stereo not drawn),i,·
Cc1ccc(S(=O)(=O)NCCn2c(C)cc3ccccc32)cc1,-16%,-10
COc1ccc(-c2c3c(nc4sc5c(Cl)nc(C)nc5c24)CCC3)cc1,0%,17
COc1ccc2c(C)cc(N3CCN(c4ccc(F)cc4)CC3)nc2c1,?,·
CCn1cc(CNCc2cn[nH]c2-c2cc3ccccc3o2)cn1,-5%,1
Cc1cc(=O)oc2cc(OCC(=O)OCC(=O)Nc3ccc(C(N)=O)cc3)ccc12,18%,5
CCOc1ccccc1/C=C(\NC(=O)c1ccccc1)C(=O)NCCC(=O)O,2%,14
O=C(N[C@@H](Cc1ccccc1)C(=O)N1CCC2(CC1)NCCc1[nH]cnc12)c1cccc(F)c1,?,·
CC(C)c1nnc(NC(=O)CCc2ccccc2)s1,?,·
NNc1nc(-c2ccccc2)c2cc(Br)ccc2n1,5%,-1
CC(=O)Nc1ccc(S(=O)(=O)Nc2cccc(N(C)S(C)(=O)=O)c2)cc1,?,·
COC(=O)C(NC(C)=O)(Nc1nc2c(s1)CCCC2)C(F)(F)F (stereo not drawn),?,·
Nc1c(N(Cc2ccco2)C(=O)c2ccc(Cl)cc2)c(=O)[nH]c(=O)n1Cc1ccccc1,?,·
O=C(O)c1ccc(COc2ccc(CO)cc2Cl)cc1,i,4
Oc1c(C(Nc2cccc(C(F)(F)F)c2)c2cccnc2)ccc2cccnc12 (stereo not drawn),?,·
CC(C)(C)c1ccc(C(=O)Nc2ccc(N3CCOCC3)cc2)cc1,?,·
CCOC(=O)[C@H]1[C@H]2COc3cc(OC)ccc3[C@@H]2N2C(=O)CN(CCc3c[nH]c4ccccc34)C(=O)[C@@]12C,17%,-1
Cc1cccn2c(=O)c3cc(S(=O)(=O)c4ccc(Br)cc4)c(=N)n(C4CCCC4)c3nc12,?,·
COC(=O)c1nnn(-c2nonc2N)c1CSc1nnc(N)s1,5%,14
CCC1ON(C(C)C)C2c3nc4ccccc4n3CC12 (stereo not drawn),1%,3
O=C(Nc1ccccc1)N1CCN(S(=O)(=O)c2ccccc2)CC1,-8%,9
COc1cccc(N(CC(=O)NC(C)c2ccccc2)S(C)(=O)=O)c1 (stereo not drawn),7%,0
CC(Sc1nnc(C2CC2)n1C1CC1)C(=O)c1ccc(Br)cc1 (stereo not drawn),?,·
CCCCCCCC(=O)NNC(=O)c1c(O)c2ccccc2n(CCC)c1=O,?,·
COCNc1nc(OCC#N)nc(N(C)C)n1,?,·
COc1ccc(OC)c(CN2CCC(N3CCC(C(=O)NC4CC4)CC3)CC2)c1,?,·
CC(C(=O)OCn1nnc2ccccc2c1=O)N1C(=O)c2ccccc2C1=O (stereo not drawn),12%,·
COc1ccc(CNC(=O)CCC(=O)Nc2cccnc2)cc1,?,·
Clc1cccc(NCc2cn3cccnc3n2)c1,?,·
COc1cccc(/C(N)=N/OC(=O)Cc2ccccc2[N+](=O)[O-])c1,i,17
Cc1c(Cl)cccc1NC(=S)N1CCN(c2ccccn2)CC1,6%,10
CN(C(=O)COC(=O)CNC(=O)C12CC3CC(CC(C3)C1)C2)c1ccccc1,?,·
CC(C)(C)c1ccc(C(=O)c2cn[nH]c2-c2ccccc2O)cc1,11%,-17
Cc1ccc(-n2nnnc2SCC(=O)N(CC(C)C)c2c(N)n(CC(C)C)c(=O)[nH]c2=O)cc1,4%,·
CN(C)S(=O)(=O)c1ccc(N2CCCC2)c(C(=O)Nc2ccccc2OC(F)F)c1,9%,29
Cc1cc(C)c2nc3c(c(C(=O)O)c2c1)CCC3,?,·
CCOc1ccc(NC(=O)CCCN2C(=S)NC(C)(C)CC2C)cc1 (stereo not drawn),?,·
COc1ccc(OC)c(NS(=O)(=O)Cc2ccccc2)c1,?,·
C=CC#CC[N+]1(CC#Cc2ccccc2)CCOCC1,6%,1
CN(Cc1cnn(-c2ccc(F)cc2)c1)Cc1nc(Cc2ccccc2)no1,19%,-9
CC(C)Oc1cccc(C(=O)NC(=S)Nc2cccnc2)c1,-1%,3
CCC1(C)Cc2ccccc2-c2nc3n(c(=O)c21)CCS3 (stereo not drawn),?,·
O=C(NCc1ccco1)C1CCCN1C(=O)Nc1ccc(Br)cc1 (stereo not drawn),7.3µM*,13*
CC(C)(C)c1ccc(/C=N/Nc2nncn2N)cc1,?,·
Cc1cccc(C(=O)NNS(=O)(=O)c2ccc(F)cc2)c1O,?,·
COc1ccc(C2N=C(N)N=C(N)N2c2ccccc2)cc1OC (stereo not drawn),?,·
O=C(/C=C/c1ccc(Br)o1)OCc1ccccc1,?,·
O=C(OCn1nnc2ccccc2c1=O)C1COc2ccccc2O1 (stereo not drawn),?,·
CC1=C(C(=O)Nc2cccnc2)C(c2ccc3c(c2)OCO3)C2=C(CCCC2=O)N1 (stereo not drawn),?,·
CCCCc1nnc(NC(=O)c2nc3nccc(C)n3n2)s1,i,13
O=C(NC(C(=O)N/N=C/c1ccccn1)c1n[nH]c(=O)c2ccccc12)c1ccccc1 (stereo not drawn),17%,6
c1ccc(C2CNCc3c2ccc2ccccc32)cc1 (stereo not drawn),1%,7
Cc1ccc(NC(=O)CSc2nnc(Cc3ccccc3)c(=O)[nH]2)c(C)c1,?,·
CCC(Sc1ccc(C(=O)O)cc1)C(=O)O (stereo not drawn),2%,22
O=C(Cc1ccc(Cl)cc1)Nc1ccccc1C(=O)N1CCCC1,?,·
O=C(Nc1nc(-c2ccccc2)cs1)c1ccc2c(=O)n3c(nc2c1)CCCCC3,0%,-9
O=C(Nc1ccccc1F)c1c[nH]c(=O)[nH]c1=O,-1%,6
CC(C)CCNC(=O)C1CCC(CNS(=O)(=O)c2ccc(Cl)cc2)CC1 (stereo not drawn),i,25
O/N=C/c1cn(-c2ccccc2)nc1-c1cccnc1,i,·
CO/N=C\CC(=O)Nc1ccc(Oc2ccccc2)cc1,?,·
